# FBPA coupling cs – counter-screen for Giardia aldolase inhibitors: coupling enzyme system; coupling enzyme system counterscreen, AmpLite Red fluorescence; activity change, negative = inhibition, % at 58.2 µM, hits read low; hit rate 0.67% among 290,000; in the data active = activity change below about -30%; also: % is scaled to controls: 0 for no effect and ±100 for the full control effect
#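 First, compound is pin-transferred into glyceraldehyde-3-phosphate coupling-enzyme reagent at 57.5 uM final and held 10 min at RT. Next, substrate, coupling system and AmpLite Red are added. After 20 min RT, fluorescence (525/598 nm) is read.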
# PKM2 act – increases activity of human pyruvate kinase M2; Potency, µM (titrated, usually from 57.5 µM), for the others: at the top dose activation, actives largely listed as activators; hit rate 0.34% among 260,000; purified PKM2, Kinase-Glo ATP luminescence, activation; response scale: 0% is enzyme alone, no compound; P14618; also: potency is read from the fitted curve at half-maximal effect; % is scaled to controls: 0 for no effect and ±100 for the full control effect; nearly all actives have a fitted effect of over 55% in size
#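 hPK-M2, >95% pure; 0.1 mM ADP / 0.5 mM PEP final; imidazole pH7.2 buffer w/ 7 mM MgCl2, 50 mM KCl; 1 h RT; Kinase-Glo lum. Intermediate enzyme activity for dual inhibitor/activator qHTS.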
# Menin MLL FP TR – menin-MLL binding inhibition, Texas Red mutant peptide | hit rate 0.23% among 270,000 | Menin + Texas Red MLL mutant peptide, fluorescence polarization | Potency, µM (doses to about 61.6 µM), inactives show at the highest dose FP activity change, negative = inhibition, most hits filed as inhibitors | O00255; active = well fitted inhibition curve with a large enough effect in the polarisation, with a control signal flat, not every such curve was filed as active; inconclusive = small, poorly fitted or top-dose-only effect, or effect the other way, or a change in a side signal; inactive = no such curve, though single readings can be large or run the other way; the % refers to the polarisation; also: potency is read from the fitted curve at half-maximal effect; % of control where 0% means no effect; many of its hits are not listed in these tables
# Giardia kill – Giardia lamblia killing; Giardia lamblia trophozoite viability; hit rate 0.15% among 340,000; activity change, % at 7.66 µM, hits read low; in the data active = activity change below about -80%; inconclusive = between about -30% and that limit;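 also: parasites exposed to compound for two days anaerobically before the ATP read; % is scaled to controls: 0 for no effect and ±100 for the full control effect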
#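 Each well holds 100 Giardia trophozoites and compound. After two days (48 hrs) at 37 deg C in anaerobic conditions, ATP is quantified by luminescence.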
# B2AR arrestin – recruits beta-arrestin to the human beta2-adrenergic receptor; P07550; beta-arrestin recruitment to beta2AR, cell-based reporter; Potency, µM (series often up to 46.1 µM), for inactives: at the highest dose activation, usual class: activators; hit rate 0.02% among 330,000; AID 492947;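 also: potency is read from the fitted curve at half-maximal effect; 0% = DMSO controls and full agonism = EC100 isoproterenol or metaproterenol; nearly all actives have a fitted effect of over 65% in size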
# Target sequence (P07550 whole entry, looked up): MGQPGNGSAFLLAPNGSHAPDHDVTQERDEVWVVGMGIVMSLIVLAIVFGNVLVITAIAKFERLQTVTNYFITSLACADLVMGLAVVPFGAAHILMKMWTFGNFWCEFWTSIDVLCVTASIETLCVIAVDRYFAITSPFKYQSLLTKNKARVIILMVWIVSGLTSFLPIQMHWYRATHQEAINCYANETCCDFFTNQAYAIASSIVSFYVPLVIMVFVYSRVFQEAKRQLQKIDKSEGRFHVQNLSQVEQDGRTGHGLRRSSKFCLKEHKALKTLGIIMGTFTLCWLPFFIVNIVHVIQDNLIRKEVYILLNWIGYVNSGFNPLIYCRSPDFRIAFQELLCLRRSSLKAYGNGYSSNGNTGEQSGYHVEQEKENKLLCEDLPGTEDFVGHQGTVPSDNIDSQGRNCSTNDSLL
# GALK inhibitor – blocks human galactokinase activity; P51570; Purified GALK, Kinase-Glo residual ATP luminescence; Potency, µM (top dose mostly 57.5 µM), inactives show at the top dose activity change, negative = inhibition, usual class: inhibitors; hit rate 0.007% among 270,000; AID 1868; also: potency is read from the fitted curve at half-maximal effect; % is scaled to controls: 0 for no effect and ±100 for the full control effect
#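 Human GALK (5 nM) with 35 uM ATP and 100 uM galactose in 20 mM HEPES pH 8.0, 5 mM MgCl2, 60 mM NaCl, 1 mM DTT, 0.01% BSA. After 1 h at room temperature, leftover ATP was read by Kinase-Glo Plus luminescence.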
# PTAP TSG101 blk – blocks PTAP/TSG101 interaction to inhibit HIV-1 budding; Q99816; Fluorescence polarization, FITC-PTAP peptide / Tsg101 binding; Potency, µM (series often up to 115 µM), without a hit: at the highest dose activity change, negative = inhibition, hits mostly inhibitors; 340,000 tested, under 10 active; active = well fitted inhibition curve with a large enough effect in the main read-out, with a control signal flat, not every such curve was filed as active; inconclusive = small, poorly fitted or top-dose-only effect, or effect the other way, or a change in a side signal; inactive = no such curve, though single readings can be large or run the other way; also: potency is read from the fitted curve at half-maximal effect; % of control where 0% means no effect
# Target sequence (Q99816 whole entry, looked up): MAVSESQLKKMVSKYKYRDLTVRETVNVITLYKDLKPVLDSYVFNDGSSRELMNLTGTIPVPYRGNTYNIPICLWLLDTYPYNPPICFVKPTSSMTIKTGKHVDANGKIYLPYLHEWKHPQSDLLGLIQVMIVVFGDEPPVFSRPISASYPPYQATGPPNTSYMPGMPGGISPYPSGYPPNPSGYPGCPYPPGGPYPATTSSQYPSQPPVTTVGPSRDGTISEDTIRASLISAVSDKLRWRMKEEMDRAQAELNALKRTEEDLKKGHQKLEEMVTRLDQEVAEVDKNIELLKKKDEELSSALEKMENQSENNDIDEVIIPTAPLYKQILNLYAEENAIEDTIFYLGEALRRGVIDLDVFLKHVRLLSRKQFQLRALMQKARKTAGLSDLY
#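 FP read-out: FITC-PTAP peptide, 50 nM final, binding Tsg101 binding domain, 10 uM final; 20 min, r.t.; 10 mM HEPES pH 7.5, 0.15 M NaCl, 0.01% Tween 20, 3 mM EDTA, 0.1 mM TCEP.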
# Chronic BCR inh – inhibitors of chronic active B-cell receptor signaling. hit rate 0.05% among 340,000. AID 493014. Potency, µM (series often up to 46.1 µM), inactives show at the highest dose ratio change, negative = lower green/red ratio, usual class: inhibitors. ABC-DLBCL IkBa-CBG/CBR reporter, luminescence ratio, 4 h; active = well fitted inhibition curve with a large enough effect in the signal ratio, with a control signal flat, not every such curve was filed as active; inconclusive = small, poorly fitted or top-dose-only effect, or effect the other way, or a change in a side signal; the % refers to the signal ratio;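 also: potency is read from the fitted curve at half-maximal effect; plate controls were basal doxycycline-induced cells for no effect and cells given 10 µM MG132 for full effect; MG132 reads +100%, hits lower the ratio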
#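 Cell line TMD8 (human ABC DLBCL), stably expressing tet-inducible CBG68-IkBa fusion and CBR; IMDM/0.5% FBS; cpd up to 46 uM; dox induction, 4 h, 37C/5% CO2; dual luminescence; green/red ratio; MG132 control.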
# Tb PFK inh – blocks T. brucei phosphofructokinase; T. brucei PFK, ADP-Glo luminescence; Potency, µM (titrated, usually from 57.5 µM), for the others: top-dose activity, negative = inhibition, hits mostly inhibitors; hit rate 0.17% among 330,000; AID 485367;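 also: potency is read from the fitted curve at half-maximal effect; 0% = uninhibited 1x PFK enzyme wells and -100% = no-enzyme wells; nearly all actives have a fitted effect of over 60% in size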
#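 In TEA buffer at pH 8.0 with 5 mM MgCl2, enzyme (1.25 nM) converted F6P (0.5 mM) and ATP (0.1 mM) for 45 min at room temperature. ADP product was read by luciferase luminescence.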
# S-ASM inh – inhibitors of human secretory acid sphingomyelinase | placental ASM, HMU-PC fluorogenic substrate, 60 min | hit rate 0.006% among 340,000 | P17405 | Potency, µM (doses to about 57.5 µM), for the others: at the highest dose activity change, negative = inhibition, usual class: inhibitors; also: potency is read from the fitted curve at half-maximal effect
#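 Steps: dispense placental human ASM, pin compound, wait 10 min at room temperature, add HMU-PC0 substrate at 9 uM final, incubate 60 min at 37 °C, add stop solution raising pH to 10, read fluorescence.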
# Integrin act MD – activators of alpha7 integrin expression for muscular dystrophy; alpha7betagal myoblasts, beta-gal FDG fluorescence, 48 h; Potency, µM (titrated, usually from 38.3 µM), without a hit: at the highest dose activation, actives largely listed as activators; hit rate 0.064% among 350,000; AID 624291;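 also: potency is read from the fitted curve at half-maximal effect; 100% = response of the positive control SU9516; nearly all actives have a fitted effect of over 60% in size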
#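 Alpha7betagal+/- myoblasts (passage 13) were plated 16-24 hr, then exposed to compounds (1:260 dilution of DMSO stock) for 48 hours at 37C. After MPER lysis, β-galactosidase reporter activity was read as FDG fluorescence (ex 480/em 540) after 30 minutes.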
# An asterisk follows results filed as active; ? = inconclusive; / = not tested or not shown; [ ] = remark or other dose. Unless noted, calls follow the shape of the dose curve; as a rule, active = well fitted curve in the direction sought with a large enough effect; inconclusive = small, poorly fitted or top-dose-only effect, or another doubt; inactive = no such curve, though single readings can be large; an effect the other way counts as inactive or inconclusive. These rows are one share of the data; rates above refer to the full screens.
molecule,FBPA coupling cs,PKM2 act,Menin MLL FP TR,Giardia kill,B2AR arrestin,GALK inhibitor,PTAP TSG101 blk,Chronic BCR inh,Tb PFK inh,S-ASM inh,Integrin act MD
O=C(NCCCCc1ccccc1)NC[C@@H]1CC[C@@H](Cc2ccc(-c3ccccc3)cc2)O1,/,/,/,-3.0,-0.8%,/,4.6%,-14.9%,-2.6%,-0.1%,-27.4%
CCOc1ccc(OCCn2c(=S)[nH]c3c(N)ncnc32)cc1,5.8,/,11.4%,4.3,0.0%,2.0%,-0.8%,?,?,-1.5%,17.1%
COc1ccc(NC(=O)CC2C(=O)N(c3ccc(Cl)cc3)C(=S)N2NC(=O)c2cccc(F)c2)cc1 (stereo unspecified),-1.2,7.0%,?,7.3,3.2%,0.3%,1.7%,-1.7%,0.0%,-1.2%,18.5%
FC(F)(F)c1ccc(NC(=S)NC2CCCCC2)cc1,-0.3,2.5%,?,4.5,-0.1%,-0.3%,-0.2%,?,0.1%,-2.3%,-72.0%[inhibitor]
COc1ccc(OC)c(NC(=O)c2cc(S(=O)(=O)N3CCCC3)cn2C)c1,-2.0,-1.1%,-1.2%,2.4,0.2%,/,-15.5%,5.1%,0.1%,4.4%,9.1%
CCOC(=O)CNC(=O)CSc1nnc(-c2ccccc2)c(-c2ccccc2)n1,1.4,-0.5%,-20.2%,11.7,-0.1%,-0.3%,-1.4%,0.5%,0.2%,-1.7%,7.8%
COc1ccc(CNC(=O)c2cc(=O)c3ccccc3o2)cc1,-2.4,/,-13.6%,-11.5,0.2%,4.2%,-1.8%,-0.8%,24.0%,-0.3%,-6.9%
COc1ccc(N(C(=O)c2cccc(OC)c2OC)C2C=CS(=O)(=O)C2)c(OC)c1 (stereo unspecified),4.1,-0.8%,8.3%,-0.2,0.0%,0.2%,-2.6%,6.3%,-9.7%,0.9%,22.1%
O=C(Cc1ccccc1)N1N=C(c2ccncc2)CC1(O)C(F)(F)F (stereo unspecified),4.4,-2.4%,/,-7.8,0.3%,1.8%,-2.5%,-2.2%,3.3%,-0.2%,15.4%
Cc1onc(-c2ccccc2)c1C(=O)N1CCOCC1,0.8,-2.5%,-12.7%,11.1,-0.1%,1.2%,-3.7%,1.7%,-5.2%,1.9%,-0.7%
O=C(CCN1CCOCC1)Nc1ccc(Cl)cc1,-2.5,-1.5%,20.6%,5.5,0.0%,-1.2%,5.5%,4.0%,0.1%,1.4%,12.6%
O=C(CCN1C(=O)c2ccccc2S1(=O)=O)Nc1cccc2ccccc12,1.4,3.3%,2.4%,2.5,0.1%,5.8%,-0.8%,-6.9%,3.0%,2.5%,0.0%
Cc1cc(NC(=O)CSc2nnnn2-c2ccc(C(C)C)cc2)no1,-3.0,-2.9%,9.7%,10.7,-0.2%,-0.1%,5.2%,5.0%,0.8%,3.1%,-11.5%
COc1ccc(-c2c(C)[nH]n3c(=O)c(Cc4ccccc4)c(C)nc23)cc1OC,7.3,28.1%,-12.4%,8.6,3.1%,0.8%,-0.1%,-0.9%,-3.4%,-1.7%,0.4%
Cc1[nH]c2ccccc2c1C(=O)CN1CCN(c2ccc(Cl)cc2)CC1,-1.5,/,?,6.5,-0.6%,-3.6%,0.0%,-3.7%,-6.4%,-8.0%,1.2%
CC1(C)Cc2c(C#N)c(SCC(=O)c3ccccc3)nc(N3CCOCC3)c2CS1,8.7,-17.0%,-17.7%,4.9,0.3%,1.6%,-1.6%,6.5%,-6.6%,-0.4%,-10.4%
S=C1NC[C@H](CC2CCCCC2)N1CCCCC1CCCCC1,-3.1,-1.6%,/,0.0,-0.3%,-2.7%,/,-0.1%,4.6%,-7.8%,0.0%
CC(C)(C)Nc1nc(N)nc(Cl)n1,0.6,19.9%,-2.0%,4.2,-0.4%,2.3%,-2.6%,-0.6%,-3.3%,6.3%,6.7%
Cc1cccc2c(C(=O)n3cccn3)cc(-c3ccccc3Cl)nc12,6.8,4.1%,?,1.6,-0.1%,-1.7%,-1.9%,19.2%,-9.6%,-4.9%,3.7%
Cc1cc(C)n(CC(=O)O)c(=O)c1[N+](=O)[O-],2.3,-3.2%,-17.5%,-0.1,0.2%,0.6%,1.3%,2.7%,14.7%,-1.5%,14.0%
Cc1nnc(NC(=O)c2ccc(-c3ccc([N+](=O)[O-])cc3)o2)s1,2.2,0.2%,37.0%[activator],3.4,-0.1%,3.1%,-1.2%,1.5%,-5.5%,-0.6%,?
O=C(NCc1ccccc1)C1CCN(S(=O)(=O)N2CCCCCC2)CC1,1.9,-2.9%,-11.0%,6.0,-0.9%,4.1%,-3.9%,-0.2%,-4.8%,-0.5%,-15.2%[7.66 µM]
CCC(NC(=O)c1oc2ccccc2c1COC)c1ccc(OC)cc1 (stereo unspecified),-2.8,-1.9%,-16.1%,11.1,0.4%,1.4%,-3.1%,17.7%,3.9%,-0.7%,-35.4%
Fc1ccccc1-c1n[nH]c(=S)n1/N=C/c1c[nH]c2ccccc12,0.8,5.2%,/,-2.7,-0.4%,/,-1.1%,-11.5%,-17.5%,-10.8%,2.9%
CNC(=O)C(=O)Nc1cc2c3c(c1)CCN3C(=O)CC2,1.0,/,1.1%,-10.6,-0.1%,1.6%,0.3%,-1.8%,2.4%,-1.2%,29.9%
Cn1c(N2CCCC2)nc2c1c(=O)[nH]c(=O)n2C,-0.3,7.5%[11.5 µM],-1.9%,-4.1,-0.6%,-3.7%,-3.2%,3.1%,9.7%,-3.4%,8.0%
N#Cc1ccccc1CN1C(=O)S/C(=C/c2cccn2-c2cccc(C(=O)O)c2)C1=O,6.9,6.0%,?,-18.2,-0.2%,/,-1.3%,-1.7%,-26.2%,8.3%,6.9%
c1ccc(Oc2c3ccccc3nc3ccccc23)cc1,4.2,-2.4%,/,-15.7,-0.1%,1.5%,0.8%,?,-4.0%,/,-20.2%
CC1CN(c2nc3ccccc3nc2SCC(=O)Nc2ccc(F)cc2)CC(C)O1 (stereo unspecified),0.8,-17.7%,18.5%,-19.7,-0.6%,/,-4.7%,?,2.5%,2.6%,-24.6%
Cc1ccc(NC(=O)Cn2c(=O)n(Cc3ccco3)c(=O)c3ccccc32)c(C)c1,-0.8,-4.0%,?,20.1,-2.0%,-1.0%,-3.2%,-0.8%,-4.0%,3.0%,11.8%
OCC1(CCCc2ccccc2)CCN(Cc2cnc(N3CCOCC3)s2)CC1,2.3,-3.7%,-6.0%,5.9,-0.4%,-1.0%,-1.2%,?,-1.6%,7.1%,7.1%
O=S(=O)(c1cccc(-c2cn3ccccc3n2)c1)N1CCCC1,/,/,/,8.7,0.4%,1.9%,-4.4%,0.7%,-1.4%,3.4%,?
COc1ccc(F)cc1S(=O)(=O)n1cnc2ccccc21,-1.5,-2.8%,8.2%,14.0,-0.3%,-1.6%,-3.8%,-0.8%,?,-0.7%,31.3%
CC(=O)C1=C(O)C(=O)N(CCC(=O)O)C1c1ccccc1Cl (stereo unspecified),2.4,0.3%,1.1%,0.3,-0.1%,0.3%,-2.5%,-15.6%,-8.7%,2.0%,-24.9%[7.66 µM]
Cn1ccnc1SC(C(=O)O)c1ccccc1 (stereo unspecified),-3.1,-1.4%,1.9%,19.4,-0.3%,-5.8%,-7.9%,4.0%,1.5%,-2.1%,0.0%
O=C(NNC(=O)c1cccs1)c1ccc(Cl)cc1,-0.5,0.8%,-12.2%,3.3,-0.2%,-0.5%,0.2%,?,5.1%,3.1%,13.3%
COc1cccc2c(=O)cc(C)n(CC(=O)Nc3cccc(C)c3)c12,5.9,0.0%,-7.3%,7.7,0.3%,/,-7.1%,-0.4%,0.5%,-0.9%,-56.6%[inhibitor]
CCc1cc(C(=O)N2CCN(S(=O)(=O)c3ccccc3F)CC2)sc1C,/,/,/,51.7[activator],0.1%,/,-5.3%,-4.6%,-9.6%,0.8%,17.2%
C/C(=N\NC(=O)c1cccnc1)c1ccc(Br)cc1,1.5,-4.2%[11.5 µM],-1.1%,4.9,-0.8%,-6.2%,-0.3%,?,2.4%,-0.9%,-0.5%
O/N=C1/CCCSc2ccccc21,-0.5,-4.6%,-19.2%,36.7[activator],-0.1%,3.1%,-6.7%,-3.2%,5.0%,5.9%,?
COc1ccc(-c2nn(-c3ccccc3)cc2C(=O)NC(=S)N2CCOCC2)cc1OC,/,/,/,-3.9,0.0%,/,0.3%,?,5.2%,-0.3%,-62.7%[inhibitor]

# Source: PubChem BioAssay
